# KLK7 zymogen act = proKLK7 zymogen activators, primary screen, biochemical, fluorescence intensity; Kallikrein-7 (Homo sapiens), P49862; hit rate 0.9% among 370,000; activation, % at 7 µM; AID 652039, 2013; purified proKLK7, EDANS-DABCYL substrate fluorescence; 100% is mature enzyme control, 0% vehicle;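 active means activation above the mean of all tested compounds plus 3 SD, computed per campaign excluding outliers beyond control limits, cut at about 13% in these data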
# Target sequence (P49862 whole entry, looked up): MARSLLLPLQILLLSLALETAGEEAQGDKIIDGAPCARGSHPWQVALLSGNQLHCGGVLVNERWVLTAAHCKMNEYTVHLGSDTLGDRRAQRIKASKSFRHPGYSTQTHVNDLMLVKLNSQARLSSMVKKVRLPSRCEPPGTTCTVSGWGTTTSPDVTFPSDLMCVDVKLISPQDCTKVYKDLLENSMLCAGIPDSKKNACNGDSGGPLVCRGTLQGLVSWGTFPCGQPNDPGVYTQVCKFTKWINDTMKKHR
# ADAM17 inh = ADAM17 inhibitors, primary screen, biochemical, QFRET. Disintegrin and metalloproteinase domain-containing protein 17 (Homo sapiens), P78536. recombinant ADAM17, EDANS/DABCYL FRET peptide cleavage. inhibition, % at 6.95 µM. hit rate 0.83% among 370,000;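 active means inhibition above the mean of compounds lying between control limits plus 3 SD, set per campaign, cut at about 8.5% in these data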;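 further: 0% = DMSO-only wells as the low control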
# Target sequence (P78536 215-824 limits assumed): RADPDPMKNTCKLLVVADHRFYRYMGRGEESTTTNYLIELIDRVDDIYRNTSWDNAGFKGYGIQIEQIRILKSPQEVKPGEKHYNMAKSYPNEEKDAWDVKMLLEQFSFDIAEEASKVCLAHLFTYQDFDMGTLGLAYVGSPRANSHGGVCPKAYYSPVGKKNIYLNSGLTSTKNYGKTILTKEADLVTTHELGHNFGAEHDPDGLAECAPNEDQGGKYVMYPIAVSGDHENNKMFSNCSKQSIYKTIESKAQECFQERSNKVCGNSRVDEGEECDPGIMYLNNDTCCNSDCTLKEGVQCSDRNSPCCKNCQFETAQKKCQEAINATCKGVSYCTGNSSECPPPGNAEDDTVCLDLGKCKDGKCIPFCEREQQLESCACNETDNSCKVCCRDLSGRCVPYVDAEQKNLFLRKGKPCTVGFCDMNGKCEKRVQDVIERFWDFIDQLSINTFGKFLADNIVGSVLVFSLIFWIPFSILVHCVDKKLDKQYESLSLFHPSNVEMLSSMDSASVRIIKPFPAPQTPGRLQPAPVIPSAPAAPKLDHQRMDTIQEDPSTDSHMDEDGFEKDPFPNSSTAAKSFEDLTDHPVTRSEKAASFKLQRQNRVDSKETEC
# DDE Tn7 FP inh = inhibitors of Tn7 peptide binding to fibrin DD(E), primary screen, biochemical, fluorescence polarization, human fibrin, Tn7 probe; FP displacement of FITC-Tn7 peptide from fibrin DD(E); 0% = median of compound wells per plate; Fibrinogen beta chain (Homo sapiens), P02675; inhibition, % at 8.3 µM; hit rate 0.13% among 370,000;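 active means inhibition above the mean of compounds falling within the control limits plus 3 SD of them, cut at about 14% in these data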;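 further: 0% = plate median of compound wells and 100% = 10 µM Aha-Tn7 peptide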
#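 Assay system: human fibrin DD(E) protein / Input: 2 µM fibrin DD(E) / Benchmarks: high control of 10 µM Aha-Tn7 peptide / Measured by: fluorescence polarization of the labelled Tn7 tracer / Medium: Tris buffer with calcium and detergent, pH 7.8 / Timing: 10 min compound pre-incubation, 3 h probe incubation at room temperature / Repeats: one replicate per compound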
# ADAM10 inh = human ADAM10 inhibitors, primary screen, biochemical, QFRET, HTS | inhibition, % at 7 µM | hit rate 0.62% among 370,000 | Disintegrin and metalloproteinase domain-containing protein 10 (Homo sapiens), O14672 | AID 720582, 2013 | recombinant ADAM10, EDANS/DABCYL FRET peptide cleavage, 3 h;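 active means inhibition above a per-campaign cutoff equal to the mean of compounds falling between control-based bounds plus 3 SD, cut at about 20% in these data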;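 further: 0% = DMSO wells while the 100% control is not disclosed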
# LEDGF integ inh = blockers of LEDGF/p75-dependent integrase strand transfer – biochemical, TR-FRET, high throughput, primary screen | hit rate 0.64% among 370,000 | TR-FRET IN-LEDGF/p75 DNA integration, Eu/Cy5 | inhibition, % at 3.7 µM | AID 743269, 2014;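 active means inhibition above the screen-wide mean plus 3 SD, cut at about 13% in these data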;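 further: signal is the Cy5 over europium emission ratio at 671 and 618 nm; 0% = plate median of compound wells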
# ASAP1 inh = inhibitors of human ASAP1 ArfGAP activity, primary screen, biochemical, fluorescence polarization | inhibition, % at 16.5 µM | AID 624377, 2012 | hit rate 0.19% among 360,000 | ASAP1-stimulated ARF1 GTP hydrolysis, GDP FP detection | Arf-GAP with SH3 domain, ANK repeat and PH domain-containing protein 1 (Homo sapiens), …; in the data active means inhibition above about 25%;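 further: 0% = vehicle with enzyme and substrate and 100% = no enzyme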
# TDP2 inh = human TDP2 enzyme inhibitors, primary screen, biochemical, epi absorbance, recombinant enzyme. Tyrosyl-DNA phosphodiesterase 2 (Homo sapiens), O95551. T5PNP hydrolysis, p-nitrophenol absorbance 415 nm. inhibition, % at 12.8 µM. hit rate 0.34% among 370,000. AID 720702, 2013;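 active means inhibition above the mean of all tested compounds plus 3 SD, set per campaign, cut at about 25% in these data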;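 further: 0% = DMSO with enzyme and 100% = buffer with substrate but no TDP2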
#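 Material: recombinant human TDP2; quantity: TDP2 enzyme at 120 nM final; medium: Tris-HCl pH 7.5 with MgCl2; compound: single concentration, 12.8 µM nominal, with 1% DMSO; incubation: 2 h enzyme incubation at 37 °C; signal: epi absorbance; measure: percent inhibition; benchmarks: high control without enzyme, low control DMSO plus TDP2; repeats: singlicate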
# ARFGAP1 inh = inhibitors of rat ARFGAP1 GAP activity, primary screen, biochemical, fluorescence polarization, GDP tracer | inhibition, % at 16.5 µM | Arfgap1-stimulated ARF1 GTP hydrolysis, GDP FP detection | hit rate 0.26% among 360,000;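 active means inhibition above a per-plate limit, mean inhibition of low control wells plus 3 SD, cut at about 25% in these data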;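 further: 0% = DMSO wells with enzyme and 100% = wells lacking Arfgap1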
# Target sequence (Q62848 1-136 limits assumed): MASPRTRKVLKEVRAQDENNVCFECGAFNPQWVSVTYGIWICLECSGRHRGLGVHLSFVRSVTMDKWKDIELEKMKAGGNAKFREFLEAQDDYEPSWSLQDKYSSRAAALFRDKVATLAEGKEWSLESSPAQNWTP
#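 Repeats: one replicate per compound; assay system: rat Arfgap1 catalytic domain, aa 1-136; times: enzyme reaction 120 min at 25 °C after 20 min preincubation; detection: FP of antibody-bound GDP Alexa 633 tracer, ex 620/em 688 nm; benchmarks: high control wells lacking Arfgap1, low control full reaction with DMSO; reagent: human ARF1(Δ1-17)-GTP substrate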
# PLC-gamma1 inh = PLC-gamma1 enzyme inhibitors, primary screen, biochemical, fluorescence, purified enzyme | inhibition, % at 12.2 µM | hit rate 0.84% among 370,000 | 1-phosphatidylinositol 4,5-bisphosphate phosphodiesterase gamma-1 (Homo sapiens), P19174 | fluorogenic substrate; in the data active means inhibition above about 9.5%
# DDE Tn6 FP inh = inhibitors of Tn6 peptide binding to fibrin DD(E), primary screen, biochemical, fluorescence polarization, human fibrin, Tn6 probe; Fibrinogen beta chain (Homo sapiens), P02675; Fibrin DD(E) TRITC-Tn6 fluorescence polarization displacement; inhibition, % at 8.3 µM; hit rate 0.21% among 370,000; AID 720509, 2013;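 active means inhibition above a per-campaign cutoff: mean of compounds within control limits plus 3 SD, cut at about 15% in these data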;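 further: 0% = median of all compound wells on the plate and 100% = blocking peptide control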
# * marks the source's active call; other numbers are inactive results.
SMILES,KLK7 zymogen act,ADAM17 inh,DDE Tn7 FP inh,ADAM10 inh,LEDGF integ inh,ASAP1 inh,TDP2 inh,ARFGAP1 inh,PLC-gamma1 inh,DDE Tn6 FP inh
CCN1CCN(c2c(S(=O)(=O)c3ccc(C)c(C)c3)cnc3ccc(F)cc23)CC1,0.2,-0.5,-3.9,7.0,-0.2,-5.7,-11.1,12.4,-0.9,5.6
COc1ccc(CCNC(=O)C2CCCN(Cc3nc(-c4cccc(Cl)c4)oc3C)C2)cc1OC (configuration not stated),2.8,-0.5,6.6,6.8,-1.8,-2.5,9.0,-4.1,-0.2,-1.9
COc1ccc(CCNC(=O)c2cc(-c3ccncc3)nc3ccc(S(=O)(=O)N4CCOCC4)cc23)cc1OC,-0.4,-0.5,-2.0,-6.2,0.9,3.0,18.4,-8.2,-2.1,1.8
N=c1c2c(n(Cc3ccc(F)cc3)c3c1CCC3)CCCC2,0.2,-3.1,-6.5,0.2,-0.8,2.8,-3.9,9.9,7.4,-5.3
O=C(OCn1nnc2ccccc2c1=O)C12CC3CC(CC(O)(C3)C1)C2,0.1,-1.8,0.8,10.1,6.8,-9.1,-7.0,-4.7,4.9,-7.3
CCCc1cc(=O)oc2cc(OCC(=O)Nc3ccc(S(N)(=O)=O)cc3)ccc12,0.3,-8.0,5.5,-11.2,2.1,-6.5,-9.5,15.0,2.1,-0.9
COCCNC(=O)c1cn(C)c(=O)c2cc(OC)c(OC)cc12,0.1,-1.4,4.8,2.6,-0.7,-23.1,-10.3,-10.0,2.8,7.3
COc1ccc(OC)c(NC(=O)CN2CCN(C(=O)c3ccco3)CC2)c1,0.0,-3.5,4.8,4.2,-1.3,-5.2,-5.0,14.6,0.3,-3.6
O=C(NCC(c1cccs1)N1CCOCC1)c1ccc(Cl)c(S(=O)(=O)N2CCOCC2)c1 (configuration not stated),-0.3,-1.4,11.6,1.0,3.6,-5.0,13.4,-8.0,-1.3,6.8
O=C(CSc1nnc(COc2cccc3cccnc23)o1)N1CCN(C(=O)c2ccco2)CC1,0.4,-7.2,-0.9,-9.9,-0.9,-2.8,4.1,4.9,-13.4,8.4
C=CCOC(=O)C1=C[C@H](c2coc3ccccc3c2=O)C[C@H](OCCCCO)O1,7.7,0.2,1.7,-3.8,-1.1,5.0,-0.8,-4.1,-4.5,-1.0
COc1ccc(-c2ccc3c(n2)CCCN3S(=O)(=O)c2ccc(F)cc2)cc1,0.8,-5.5,-2.4,-44.7,2.4,-3.6,-8.1,-4.7,-39.4,6.1
CCOc1ccc(Cc2c(Cl)nc(SC)nc2N(C)C)cc1,-0.1,2.0,-2.4,11.6,3.7,-19.6,-7.6,3.3,4.5,-4.5
CCOC(=O)c1cc(OC(=O)c2ccccc2OC)n(-c2ccccc2)n1,-0.3,11.4*,-3.2,0.2,8.3,-10.2,-15.3,-17.0,4.0,-0.7
Cc1ccc(-c2nn(-c3ccccc3)cc2C2CC(c3cccs3)=NN2C(=O)CCCC(=O)O)cc1 (configuration not stated),-0.6,-6.3,1.0,-2.9,-1.0,3.3,-1.0,4.0,-9.6,-1.7
O=C(O)c1cccnc1SC1CC(=O)N(c2cccc(C(F)(F)F)c2)C1=O (configuration not stated),-0.2,-0.8,-3.0,-6.7,1.0,-4.9,-5.4,2.9,2.1,0.2
CC(C)Cn1c(CN2CCN(C(=O)c3ccco3)CC2)nc2c1c(=O)n(C)c(=O)n2C,-0.1,-0.5,-3.6,6.4,3.2,-9.5,-1.1,8.9,-0.5,-0.1
CN(CCCNC(=O)c1cc2c(=O)[nH]c3ccccc3c2n1C)Cc1ccccc1,0.5,-5.8,-1.1,-17.9,1.8,-1.3,2.7,10.2,-2.9,5.8
COc1cc(/C=C/C(=O)OCC(=O)NCCN2C(=O)CSC2=O)ccc1OCC#N,2.2,-23.9,-3.5,-88.9,1.4,-7.1,-7.1,-5.0,-37.9,0.3
Cc1c(NC(=O)CSc2nnc(C(C)N(C)C)n2-c2ccccc2)c(=O)n(-c2ccccc2)n1C (configuration not stated),0.5,-2.3,9.6,-12.2,-2.9,-19.0,1.6,0.0,-3.0,0.3
CCCCN(C)C(=O)C(Cc1ccccc1)NS(=O)(=O)c1ccc2c(c1)c(=O)n(C)c(=O)n2C (configuration not stated),-0.2,0.3,-8.1,-4.2,1.6,-8.2,5.6,0.3,-1.1,1.8
COc1cccc(C(C)(O)c2nc(-c3cc4ccccc4o3)cs2)c1 (configuration not stated),0.1,3.6,-0.9,9.8,1.6,2.1,-3.8,19.9,-6.6,-4.3
CCOC(=O)c1cnc(Nc2ccccc2)nc1C(F)(F)F,0.8,4.7,3.4,11.9,0.3,-7.6,-14.5,-9.9,-1.9,-6.2
COCCNC(=O)c1cc(-c2ccccc2OC)on1,0.2,-5.5,2.5,-16.6,0.7,3.8,6.6,-9.1,-4.7,-2.8
O=C(c1cccc(F)c1)N1CCN(Cc2cccc(Br)c2)CC1,-0.1,1.4,2.7,-5.7,-4.3,7.1,2.0,7.1,2.1,-4.0

# The last 3 compounds of the section before come first, to join the parts.
SMILES,KLK7 zymogen act,ADAM17 inh,DDE Tn7 FP inh,ADAM10 inh,LEDGF integ inh,ASAP1 inh,TDP2 inh,ARFGAP1 inh,PLC-gamma1 inh,DDE Tn6 FP inh
CCOC(=O)c1cnc(Nc2ccccc2)nc1C(F)(F)F,0.8,4.7,3.4,11.9,0.3,-7.6,-14.5,-9.9,-1.9,-6.2
COCCNC(=O)c1cc(-c2ccccc2OC)on1,0.2,-5.5,2.5,-16.6,0.7,3.8,6.6,-9.1,-4.7,-2.8
O=C(c1cccc(F)c1)N1CCN(Cc2cccc(Br)c2)CC1,-0.1,1.4,2.7,-5.7,-4.3,7.1,2.0,7.1,2.1,-4.0
C#CCOCCOCCOCCNc1nc(N2CCN(C(=O)[C@H]([C@@H](C)CC)n3cc([C@@H](N)Cc4ccc(O)cc4)nn3)CC2)nc(N2CCN(C(=O)[C@H]([C@@H](C)CC)n3cc([C@@H](N)CC(C)C)nn3)CC2)n1,0.7,-4.8,-1.1,-5.9,-1.6,2.5,-2.5,11.3,4.2,-5.0
CCN1C[C@@H]2[C@@H]3C(=O)N(Cc4ccccc4)C(=O)[C@@H]3[C@](C)(C1=O)N2C(=O)c1ccc(C(F)(F)F)cc1,-0.4,-2.2,-5.0,0.4,-0.3,-12.2,5.2,4.2,3.6,-1.8
O=C(NC1CC2CCC1C2)C1COc2ccccc2O1 (configuration not stated),-0.9,-1.2,-3.6,3.9,-1.7,4.1,-0.4,0.4,2.7,0.9
CCOc1ccc2nc(N/C(N)=N/S(=O)(=O)c3ccc(C)cc3)nc(C)c2c1,0.0,-6.9,10.1,-28.0,-1.0,-7.0,10.1,11.7,1.0,3.9
COc1ccccc1CCNC(=O)C(=O)NCC1OCCCN1S(=O)(=O)c1cc(C)ccc1C (configuration not stated),0.5,2.0,-0.1,4.4,-1.6,1.7,3.3,10.4,0.6,-1.5
CSc1nc2ccc(NC(=O)c3ccccn3)cc2s1,0.3,-0.8,-4.2,2.4,0.7,11.3,9.5,5.6,-3.6,-1.7
Cc1ccc(-c2nnc(SCC(=O)Nc3cccnc3Cl)n2N)cc1,0.3,-2.6,3.4,-3.2,2.5,5.1,-5.8,15.1,2.5,-3.7
CC(C)c1ccc(S(=O)(=O)N2CCN(C(C)C(=O)N3CCCC3)CC2)cc1 (configuration not stated),-0.2,-2.0,-3.0,1.7,-0.4,-6.4,9.6,-13.9,-1.4,-0.7
O=C(c1cccc2ccccc12)C1CCCN(C(=O)CCN2CCCO2)C1 (configuration not stated),-0.3,-3.8,4.5,-4.6,-8.5,-3.3,-5.1,0.4,1.0,-3.5
CC(=O)c1c(NCCc2ccccc2)nc(=S)n(-c2ccccc2)c1C,0.1,0.8,-6.1,2.3,1.1,-0.8,1.6,5.4,-0.3,-1.5
CN(C)CCCn1c(SCC(=O)Nc2nccs2)nnc1-c1ccncc1,-0.7,-13.9,0.9,-4.8,-4.2,12.9,2.5,-7.8,-0.1,-0.1
COC(=O)N/N=C/c1cc(N=Nc2ccccc2Cl)ccc1O,0.3,-0.8,-6.0,7.1,1.3,6.3,-13.7,3.1,3.0,-11.1
Cc1cc(NC(=O)NC(=O)c2ccccc2NC(=O)CN)ccc1Oc1ncc(Br)cn1,-0.5,-0.8,6.9,-6.9,-6.8,-0.6,-12.4,5.8,2.0,2.6
CC(NC(=O)c1cccnc1)C(=O)N1CCCCC1 (configuration not stated),-0.2,-1.7,2.3,-1.9,1.8,5.4,-7.2,-4.2,-2.8,4.6
CCCCN1C(=O)c2ccc(C(=O)Nc3cccnc3)cc2C1=O,0.4,1.9,2.8,3.3,3.1,5.9,-17.2,5.8,5.9,-0.2
COc1ccc(CNC(=O)CSc2nc3nc(C)cc(C)n3n2)cc1,-0.7,-0.1,-1.6,1.5,1.4,1.7,-14.9,-17.3,2.6,6.0
CC(=O)c1ccccc1NC(=O)COC(=O)/C=C/c1cccs1,0.4,-4.5,4.6,-13.3,-5.3,6.8,0.2,2.9,-0.5,1.9
Cc1cccc(NS(=O)(=O)c2ccc(C(=O)NCC3CCCO3)cc2)c1C (configuration not stated),0.3,-1.2,3.0,-4.9,4.4,0.6,-6.0,12.8,2.6,7.1

# High-throughput results deposited in PubChem by The Scripps Research Institute Molecular Screening Center.
